Source: PubChem
T cell HTS – modulates CD8 T cell binding to vesicles. 2C CD8+ T cell-vesicle binding, flow cytometry; active compounds read low. calls only at 7 µM. 0.068% of 330,000 active;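 active = response, share of CD8 T cells binding vesicles, and their 90th percentile fluorescence all below set limits, cut at about 80% in these data, passing the limit was not always enough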
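System: murine 2C transgenic CD8+ T lymphocytes; also added: QL9-loaded Drosophila micro-vesicles; times: binding 1.5 h at 37 °C; measured by: flow cytometry, PE anti-B7-1 (FL2) versus Alexa647 anti-CD8 (FL8), PFA-fixed; control set: Peptide-free naked vesicles (low) and QL9 vesicles with 0.7% DMSO vehicle (high)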
Hep lipid drop – modulators of hepatic lipid droplet formation; inhibition, % at 6.5 µM; 0.4% of 240,000 active; AML12 mouse hepatocytes, oleate lipid droplets, BODIPY imaging; AID 1656;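 active = lipid droplet intensity inhibited by at least 50%, with more than 500 cells counted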
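Assay system: AML12 mouse liver cells | Compound dosing: One dose, 6.5 µM compound | Read-out basis: Droplet intensity reduction, % inhibition | Measured by: Fluorescence imaging, 20x objective, two fields per well | Schedule: Overnight treatment with compound plus oleate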
Hep lipid drop cells 6.5 µM – also measured in Hep lipid drop; calls as there; cell count; measured here: cell count, cytotoxicity flag;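 cells counted across two imaged fields per well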
T cell HTS vesicle-bound % – further read-out of T cell HTS, marked with its call; double positive events, %; measured here: CD8+ vesicle-bound cell fraction;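 binding gate set so that unloaded-vesicle control wells show 10% double positive cells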
Numbers without * were called inactive; i = inactive.

SMILES | T cell HTS | T cell HTS vesicle-bound % | Hep lipid drop | Hep lipid drop cells 6.5 µM
O=C(c1ccccc1Br)N(Cc1ccccc1)c1ccccc1 | i | 28 | -18 | 753
Cc1cccc(NC(=O)CSCC(=O)NCc2cccc(C(F)(F)F)c2)c1 | i | 58 | -10 | 670
COc1cccc(NC(=O)c2cc(=O)c3ccccc3o2)c1 | i | 52 | 15 | 766
CN(CCOc1ccc(Br)cc1)CC(O)c1ccccc1 (stereo unspecified) | i | 53 | -1 | 823
O=S(=O)(Nc1cccc(S(=O)(=O)N2CCOCC2)c1)c1cccs1 | i | 10 | -3 | 810
CCn1cc(/C=C(\NC(=O)c2ccccc2)C(=O)NCCCN2CCOCC2)c2ccccc21 | i | 33 | 0 | 709
CCC(C(=O)OC)n1cnc2c(nnn2-c2cccc(OC)c2)c1=O (stereo unspecified) | i | 65 | -4 | 830
O=C(Nc1ccc(C(=O)O)cc1)/C(=C\c1ccccc1)NC(=O)c1ccccc1 | i | 62 | 5 | 833
COc1ccc(C(CC(=O)N2CCCC2)C(C)C)cc1 (stereo unspecified) | i | 48 | 8 | 407
C=CCn1cc(/C=C/c2cc[n+](C)cc2)c2ccccc21 | i | 33 | 2 | 817
C=CCN(C(=O)c1csnn1)C(C(=O)NCc1ccccc1)c1c(F)cccc1Cl (stereo unspecified) | i | 27 | -2 | 810
CC(=O)N1CC(C)Oc2ccc(S(=O)(=O)NC(CC(=O)O)c3cc(C)ccc3C)cc21 (stereo unspecified) | i | 50 | 30 | 714
CCC1CCCCN1C(=O)CCS(=O)(=O)c1ccccc1 (stereo unspecified) | i | 33 | -5 | 660
CCn1c(SCC(=O)Nc2ccc(C)cc2)nnc1-c1cnccn1 | i | 33 | -6 | 704
CC(C)S(=O)(=O)C1=NSC2=NC(=O)/C(=C\c3ccc(OC(=O)c4ccco4)cc3)C(=N)N21 | i | 26 | -16 | 689
COc1ccc(N(CC(=O)N2CCCCCC2)S(=O)(=O)c2ccccc2)cc1 | i | 44 | -1 | 784
CC1CCN(C(=O)CSc2nc(C(C)C)nc3c2c(=O)n(C)c(=O)n3C)CC1 | i | 28 | -20 | 652
CCN(CC(=O)Nc1ccccc1C(F)(F)F)C(=O)c1cc(-c2cccs2)nn1-c1ccccc1 | i | 61 | 65* | 829*
O=C(CN(CC1CCCO1)C(=O)CNS(=O)(=O)c1ccc(Cl)cc1)NCc1ccc(F)cc1 (stereo unspecified) | i | 48 | -37 | 730
C/C(=N\NS(=O)(=O)c1ccc(C(C)(C)C)cc1)c1ccccc1 | i | 32 | -3 | 809
COc1ccc(NC(=O)C(=O)Nc2cccc3cccnc23)cc1OC | i | 59 | -1 | 801
COc1cccc(NC(=S)N2CCC(NC(=O)c3ccco3)CC2)c1 | i | 36 | 0 | 768
COc1ccc(S(=O)(=O)N2CCC(C(=O)N[C@H](C(=O)NC3CCCC3)C(C)C)CC2)cc1 | i | 10 | -1 | 739
FC(F)(F)c1cccc(CN2CCSCC2)c1 | i | 60 | 0 | 788
CCN1CCN(C(=O)C2CCCN(c3ncnc4c3nc3n4CCCCC3)C2)CC1 (stereo unspecified) | i | 26 | -6 | 711
CN(C)c1ccc(C(=S)N2CCN(S(=O)(=O)c3ccccc3)CC2)cc1 | i | 43 | -3 | 776
CCOC(=O)N1CCC(NC(=O)c2ccc(CS(=O)c3cccc(Cl)c3)o2)CC1 (stereo unspecified) | i | 7 | 1 | 704
O=C(NCc1ccon1)C1CCC(=O)N(Cc2cccc(C(F)(F)F)c2)C1 (stereo unspecified) | i | 10 | -4 | 665
COc1ccc(CNC(=O)c2cccnc2)cc1 | i | 61 | -1 | 811
CN(C)S(=O)(=O)c1ccc(C(=O)Nc2ccc3ncccc3c2)cc1 | i | 66 | 3 | 813
O=C(COc1ccc(Br)cc1Cl)N1CCN(c2ccccn2)CC1 | i | 34 | -4 | 749
CCCCNC(=O)NS(=O)(=O)c1ccc(NC(=O)CCC(=O)c2cccs2)cc1 | i | 59 | -5 | 831
CCN(Cc1ccc(NC(C)=O)cc1)CC1CCCN(CCc2cccc(F)c2)C1 (stereo unspecified) | i | 57 | -1 | 822
C/C(=N\NC(=O)c1ccncc1)c1cccnc1 | i | 70 | 7 | 822
COc1ccc(C(=O)NCCc2c[nH]c3ccccc23)cc1[N+](=O)[O-] | i | 55 | 3 | 830
CCC(C(=O)NCc1cccc(C)c1)n1nc(C)c2c(C)n(-c3ccccc3)nc2c1=O (stereo unspecified) | i | 22 | 64* | 687*
O=C(O)c1cnn(-c2nc(-c3cccc([N+](=O)[O-])c3)cs2)c1C(F)(F)F | i | 54 | -7 | 868
COc1ccc(OC)c(NC(=O)NC2CCCc3ccccc32)c1 (stereo unspecified) | i | 8 | -12 | 854
CCOc1ccc(/C=N/NC(=O)c2cc3c(OC)cc(OC)c(OC)c3[nH]2)cc1 | i | 50 | 0 | 828
C=CCNC(=O)NC(=O)Cn1c(=O)c2c(ncn2CC)n(Cc2ccccc2)c1=O | i | 26 | 20 | 844
O=C(CCc1cccc(Cl)c1)NC1CCCN(Cc2ccccc2F)C1 (stereo unspecified) | i | 60 | -39 | 786
CCCC(=O)Oc1ccc(C2NC(=O)c3ccccc3O2)cc1OC (stereo unspecified) | i | 15 | 6 | 818
O=C(NCCc1cscn1)C1CCC(=O)N(Cc2ccc(Cl)cc2)C1 (stereo unspecified) | i | 66 | 15 | 707
CCC(=O)Nc1ccc2c(c1)ncn2CCc1ccccc1 | i | 10 | -8 | 816
Cc1cc(C)cc(-n2ncc3c2CCCC3NC(=O)c2cc(C)n(C)n2)c1 (stereo unspecified) | i | 16 | 43 | 769
c1ccc(CNc2cncnc2)cc1 | i | 6 | -4 | 720
COc1ccc(CNC(=O)C2=CC(c3ccc(C)cc3)=NS(=O)(=O)N2C)cc1 | i | 25 | 11 | 821
COC(=O)c1ccc(/C=C2\Oc3ccccc3NC2=O)cc1 | i | 10 | 12 | 735
Oc1ccccc1CN1CCCC(N2CCc3ccccc3C2)C1 (stereo unspecified) | i | 47 | -12 | 773
Cc1cccn2c(=O)c3cc(C(=O)NC4CCCC4)c(=N)n(CCc4ccccc4)c3nc12 | i | 48 | 9 | 806
CCOc1ccc(CN(C(=O)c2cc(=O)c3cc(C)cc(C)c3o2)C2CCS(=O)(=O)C2)cc1 (stereo unspecified) | i | 28 | -4 | 677
COc1ccc(NC(=O)CN2CCC(NC(=O)c3ccc(OC)cc3)CC2)cc1 | i | 13 | -9 | 781
OCCCn1c(CCCNc2nc(-c3cccc(Br)c3)cs2)nc2cc(Cl)c(N3CCCCC3)cc21 | i | 27 | -10 | 734
O=C(N/N=C/c1cc(Br)cs1)C(O)c1ccccc1 (stereo unspecified) | i | 52 | 0 | 848
Cc1cccc(N2CCN(C(=O)c3cccc(NC4=NC5CS(=O)(=O)CC5S4)c3)CC2)c1C (stereo unspecified) | i | 21 | 14 | 742
O=S(=O)(Nc1ccc(O)c2ccccc12)c1cccs1 | i | 30 | -20 | 765
COc1ccc(Nc2ncnc3ccc(Br)cc23)cc1OC | i | 58 | 14 | 744
CCN(CC)CCN(C(=O)C1CCCCC1)c1nc2cc3c(cc2s1)OCO3 | i | 5 | -17 | 808
COc1ccc(NC(=O)CSc2nc3ccccc3c(=O)n2CCCC(=O)NCC2CCCO2)c(OC)c1 (stereo unspecified) | i | 59 | 7 | 761
CCC(=O)c1ccc(OCC(=O)OCC(=O)c2cc(C)n(C)c2C)cc1 | i | 53 | -2 | 699

Next section
SMILES | T cell HTS | T cell HTS vesicle-bound % | Hep lipid drop | Hep lipid drop cells 6.5 µM
O=C(Nc1ccccc1Cl)c1sccc1-c1ccccc1 | i | 53 | 1 | 831
COCCNc1ncnc2c1nc1n2CCCC1 | i | 38 | 15 | 844
O=S(=O)(Nc1cccc(F)c1)c1cccc2nsnc12 | i | 54 | -6 | 783
CN1C2C(Br)CCCCN2c2ccc(F)cc2S1(=O)=O (stereo unspecified) | i | 12 | 23 | 764
O=C(NNS(=O)(=O)c1ccccc1)Nc1ccc(F)cc1 | i | 13 | -2 | 652
COCc1ccc(C(=O)NC2CC(C)(C)Cc3c2cnn3-c2ccc(C)cc2)o1 (stereo unspecified) | i | 32 | -35 | 712
CC(C)N(C(=O)Cn1cc(S(=O)(=O)CC(=O)NCc2ccc(F)cc2)c2ccccc21)C(C)C | i | 16 | 1 | 681
CCCc1nc2nc(C)c(NS(=O)(=O)c3ccc(F)cc3)c(=O)n2[nH]1 | i | 47 | -14 | 764
OC(c1ccc(Cl)cc1)C(CN1CCOCC1)c1ccccc1 (stereo unspecified) | i | 28 | -4 | 640
O=C(CN(C(=O)c1csnn1)c1ccccc1)NCCc1ccccc1 | i | 47 | -4 | 707
COc1cc2c(cc1OC)CN(CC(=O)Nc1ccc(S(=O)(=O)N3CCCC3)cc1)CC2 | i | 1 | -7 | 715
COc1cccc(NC(=O)c2sc3nc(N4CCOCC4)c4c(c3c2N)CCCC4)c1 | i | 56 | 28 | 700
O=C(NCc1ccccc1Br)c1ccc2c(c1)OCCO2 | i | 36 | 3 | 788
CNC(=O)C1CCN(S(=O)(=O)c2c(C)noc2/C=C/c2cccc(OC)c2)CC1 | i | 39 | -5 | 870
CCn1cnc2cc(NC(=O)c3ccc(C)cc3)ccc21 | i | 37 | 9 | 794
Cc1ccc(CC2C(=O)N(c3ccc(F)cc3)C(=O)C2C)cc1 (stereo unspecified) | i | 60 | -15 | 754
O=C(CSc1ccccc1)NC1CCCCCC1 | i | 10 | -12 | 797
c1ccc(COCCC2CO2)cc1 (stereo unspecified) | i | 25 | -7 | 775
Cn1cc([N+](=O)[O-])c(C(=O)Nc2sc3c(c2C#N)CCC3)n1 | i | 44 | -3 | 680
CCOC(=O)c1c(S(=O)(=O)Nc2ccc(CN3CCC(C)CC3)cc2)c(C)n(C)c1C | i | 28 | -3 | 686
Cc1ccccc1-n1ncc2c1CC(C)(C)CC2NC(=O)CSc1ccncc1 (stereo unspecified) | i | 33 | -4 | 734
COc1ccc(NC(=O)CN2C(=O)S/C(=C/c3cccn3-c3ccc(C(=O)O)cc3)C2=O)cc1 | i | 10 | 4 | 717
O=C(C1CCN(c2nnc(N3CCCC3=O)s2)CC1)N1CCN(c2cccc(C(F)(F)F)c2)CC1 | i | 2 | 2 | 736
CCN(CC)C1CCN(C(=O)c2cc(COc3ccccc3SC)on2)C1 (stereo unspecified) | i | 14 | 7 | 797
Cc1cnc(C(=O)OC(C)C(=O)Nc2ccc3c(c2)OCCO3)cn1 (stereo unspecified) | i | 30 | -4 | 836
CCCCOc1ccc(N(CC(=O)NC(C)(C)C)C(=O)CCC(=O)Nc2nccs2)cc1 | i | 53 | 0 | 793
Cc1cc(OCC(=O)NCCN2CCOCC2)c2c(C)c(C)c(=O)oc2c1 | i | 14 | 10 | 742
COc1ccccc1NC(=O)C1CCCN1C(=O)Nc1ccc(F)cc1 (stereo unspecified) | i | 24 | 3 | 747
Cc1ccc(N(CC(=O)NC2CC2)S(=O)(=O)c2ccccc2)c(C)c1 | i | 9 | -2 | 709
Cc1ccc(S(=O)(=O)NCCN=Cc2ccc(N(C)C)cc2)cc1 | i | 2 | -1 | 801
N/C(=N\OC(=O)c1ccccc1F)c1cccc([N+](=O)[O-])c1 | i | 12 | -14 | 856
COc1ccc(C(C(=O)NCc2ccccc2)N(Cc2ccco2)C(=O)c2snc(C(N)=O)c2N)cc1OC (stereo unspecified) | i | 28 | -36 | 698
O=C(NCC1CCCO1)c1nc(Cn2ccc([N+](=O)[O-])n2)no1 (stereo unspecified) | i | 48 | 13 | 850

The list is partial, so the mix of outcomes need not match the whole.
